Bioassay records from PubChem.
C2C12 statin: protects C2C12 myotubes from simvastatin toxicity | ATP luminescence, 48 h; scaled: DMSO 0, geranylgeraniol control 100 | rescue of ATP level, % at 7.49 µM | hit rate 0.78% among 330,000 | AID 602340;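 active = mean ATP rescue above about 67%, or every replicate alone reaching that limit, limit read from the data, passing the limit was not always enough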;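 note: myotubes were challenged with 10 µM simvastatin during compound exposure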
LGR2 inh: blocks bursicon-induced cAMP signaling via Drosophila LGR2. HEK293 LGR2, CRE-luciferase, bursicon-stimulated, 4 h. inhibition, % at 9.99 µM. hit rate 0.35% among 380,000;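 active = drop in luminescence signal, shown as inhibition above about 50% in the replicate tests, limit read from the data, passing the limit was not always enough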;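 note: agonist challenge used bursicon conditioned medium at about half maximal strength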
Cneo AK release: Cryptococcus neoformans lysis via adenylate kinase release. C. neoformans lysis, adenylate kinase release luminescence, 4 h; normalised: neutral wells 0, clomiphene wells 100. lysis activity, % at 15 µM. hit rate 0.2% among 360,000. AID 651654;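 active = mean lysis activity across replicates of at least 80%, whatever share of replicates individually reach that level; inactive = mean lysis activity below 80%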
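read-out = cell lysis signal | test system = log-phase Cryptococcus neoformans yeast cells | input = cells at 5 × 10^6 per mL | medium = fresh YPD growth medium | signal = luminescent adenylate kinase detection reagent | timing = 4 h at 37 °C static, read 1 h later | dosing = single dose | controls = Clomiphene as positive lysis control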
PGC1a acetyl inh: PGC1a acetylation modulation, inhibitor mode; U2OS PGC1a acetylation, AlphaScreen anti-acetyl-lysine; with virally co-expressed GCN5 acetyltransferase; inhibition, % at 15.6 µM; hit rate 0.17% among 350,000;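 active = every replicate shows inhibition of at least 40%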;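 note: 0% = neutral control wells and 100% = positive control wells; some results beyond the cut were filed as inactive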
INS-1E GSIS act: GLuc luminescence reporter in INS-1E cells, primary screen for activators of glucose-dependent secretion of insulin; INS-1E GLuc reporter insulin secretion, 2-3 h; activation, % at 16.6 µM; hit rate 0.61% among 370,000; AID 743287;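 active = lowest replicate activation of at least 40%, so every replicate reaches that level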;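 note: 0% = median of neutral control wells and 100% = median of IBMX positive control wells; some compounds called inactive have numbers as strong as hits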
PglD inh: PglD (C. jejuni) enzyme inhibition. hit rate 0.098% among 360,000. purified PglD enzyme, DTNB colorimetric CoA detection. AID 602405. inhibition, % at 12.5 µM; in the data active = inhibition above about 16%, passing the limit was not always enough; note: strong numbers were not always called active
ARNT TACC3 PPI: ARNT/TACC3 interaction disruption. Q9Y6A5. AlphaScreen His-ARNT PAS-B/GST-TACC3 binding, luminescence; TACC3 fragment carries E629A point mutation. inhibition, % at 9.99 µM. hit rate 0.66% among 390,000. AID 623870;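 active = mean inhibition of replicates at least 50% and at least half of replicates each reaching 50%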;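 note: 0% = complete ARNT plus TACC3 wells and 100% = ARNT alone without TACC3; many hits fall short of the cut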
PAX8 reporter: lowers PAX8-driven luciferase in RMG-I cells | RMG-I TPO-luciferase reporter, SteadyGlo, 24 h | inhibition, % at 12.6 µM | hit rate 1.2% among 360,000 | AID 652154;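 active = mean replicate inhibition at least 60% with every replicate also reaching 60%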;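 note: luciferase light reporting Pax8 driven TPO promoter activity; plate controls were median of neutral control wells for no effect and mitoxantrone controls for full effect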
* hit, by the source's call; . = not tested or not shown. Hits appear at their usual frequency (roughly 2.9% active in at least one column).

SMILES	C2C12 statin	LGR2 inh	Cneo AK release	PGC1a acetyl inh	INS-1E GSIS act	PglD inh	ARNT TACC3 PPI	PAX8 reporter
COc1ccc(CN(C)C[C@@H]2Oc3c(NS(=O)(=O)c4cn(C)cn4)cccc3C(=O)N([C@H](C)CO)C[C@@H]2C)cc1	14	6	0	5	3	1	-7	-7
O=C(Nc1ccccc1C(=O)O)c1cccc(F)c1	-7	-5	1	-9	2	1	-2	.
COc1ccc(-n2c(Cc3cccn3C)nnc2SCC(=O)Nc2cccc(Cl)c2)cc1	-1	-1	1	-8	-3	-1	.	17
COc1ccc(CNc2ncnc3ccccc23)cc1	-17	1	-2	21	-38	-3	-15	15
C(=N\n1cnnc1)/c1cccc2ccccc12	-12	.	0	5	.	-2	-10	6
CC(C)(C#N)Nn1cnnc1	8	14	-2	-2	.	3	.	.
O=C(CCc1ccccc1)n1nc(-c2ccco2)nc1SCc1ccccc1	2	-47	-3	2	10	4	-4	-84
CC(C1CC1)N(Cc1ccccc1)C(=O)NC(=O)c1cccc(F)c1 (stereo not drawn)	2	1	1	.	-6	-1	1	-15
COc1ccc(NC(=O)N(C)C[C@@H]2Oc3c(NS(=O)(=O)c4ccc(C)cc4)cccc3C(=O)N([C@H](C)CO)C[C@H]2C)cc1	18	-5	-1	-17	0	2	-9	5
CC(C)NC(=O)N(C)C[C@H]1Oc2cc(-c3cncnc3)ccc2S(=O)(=O)N([C@H](C)CO)C[C@@H]1C	-1	6	47	-1	11	-1	2	.
COc1ccc(NC(C)C(=O)Nc2ccc(C#N)cc2)cc1Cl (stereo not drawn)	-1	.	1	-8	.	2	.	.
CCOC(=O)N1CCN(C(=O)CCN2C(=O)/C(=C\c3cccc(OC)c3)SC2=S)CC1	0	9	3	.	19	1	7	1
N=c1oc2ccccc2cc1-c1nc(-c2ccccc2)cs1	.	-32	-2	.	5	4	-3	41
CC(C)NC(=O)N1C[C@H]2[C@@H](c3ccccc31)[C@H](CO)N2C(=O)Nc1cccc(F)c1	-6	5	1	4	-8	6	-6	-15
COC(=O)C[C@@H]1CC[C@H]2[C@@H](COc3ccc(NC(=O)c4ccc(F)c(F)c4)cc3C(=O)N2C)O1	6	-16	0	6	5	2	-4	3
CCCNC(=O)NC(=O)COC(=O)CNS(=O)(=O)/C=C/c1ccccc1	.	4	.	.	-24	.	-5	3
COc1ccc(/C=C/C(=O)Nc2ccccc2C(=O)O)cc1	-5	59*	-2	.	12	-6	3	-41
CC(C(=O)NCCN1CCOCC1)c1ccc([N+](=O)[O-])cc1 (stereo not drawn)	5	15	.	0	-1	.	2	8
CCc1ccc(OCC(=O)Nc2ccc(N3CCN(C(=O)c4ccccc4)CC3)cc2)cc1	-3	-1	1	4	-1	-5	4	.
O=C(CSc1ncn(-c2ccccc2)n1)N1CCN(c2ccccc2)CC1	18	.	0	-2	.	2	-5	-7
Cc1nc2sc3c(c2c(=O)[nH]1)CCCC3	-18	2	-4	12	3	3	-2	-18
COc1ccc(S(=O)(=O)N(C)C[C@H]2OCCCC[C@H](C)Oc3ccc(NS(=O)(=O)c4ccc(F)cc4)cc3C(=O)N([C@H](C)CO)C[C@H]2C)cc1	-6	-8	-6	2	-8	-2	2	10
Oc1c(Cl)cc(Cl)c2c1NCCC2	.	.	0	0	.	4	34	15
CCN1C(=O)/C(=C2\SC(N3CCCCC3)=NC2=O)c2ccccc21	60	-47	-8	1	1	1	1	.
C[C@@H]1CN([C@@H](C)CO)C(=O)c2cc(-c3ccncc3)cnc2O[C@@H]1CN(C)C(=O)c1cccc(F)c1	14	25	2	13	-8	3	0	.
COc1cc(NC(=O)c2ccccc2)c(OC)cc1NC(=O)Cc1cccs1	.	-6	.	4	5	.	0	33
C[C@H](CO)N1C[C@H](C)[C@@H](CN(C)Cc2ccc(Cl)c(Cl)c2)Oc2ccc(NS(=O)(=O)c3ccccc3)cc2CC1=O	18	4	4	-1	-27	1	20	83*
CC(=O)c1c(C)[nH]c(C(=O)NNC(=O)c2ccc(C)cc2)c1C	2	5	1	6	8	0	8	4
CCOc1ccc(S(=O)(=O)NCCC(=O)Nc2nnc(C)s2)cc1	0	-27	-2	-15	-5	-2	5	-1
C=CCOc1cccc(/C=C\c2nc(O)c([N+](=O)[O-])c(=O)[nH]2)c1	-7	-19	-1	.	9	7	31	17
CCOc1ccc(OCCCCN2CCCC2)cc1	5	.	-1	8	.	10	-1	3
O=C(CSc1nnc(-c2ccc(F)cc2)o1)Nc1ccc(S(=O)(=O)N2CCCCCC2)cc1	-32	0	-9	-11	9	-4	-11	.
COc1ccccc1C(=O)Nc1ccc2c(c1)OC[C@@H](C)N(C)C[C@H](C)[C@@H](OC)CN(C)C2=O	-3	11	-1	-5	3	-3	-3	7
O=C(CSc1nnc(CNC(=O)c2cccs2)o1)c1ccccc1	.	.	0	-9	.	-2	.	13
Cc1cc(NC(=O)CN(C)CC(=O)Nc2ccc(Cl)c(C(F)(F)F)c2)no1	6	3	-1	1	-64	-3	.	2
O=C(N/N=C/C(Br)=C/c1ccccc1)c1cccs1	.	-111	.	-166	-8	.	.	25
C[C@H](CO)N1C[C@H](C)[C@@H](CN(C)C(=O)Nc2cccc3ccccc23)Oc2ccc(NS(=O)(=O)c3ccc(Cl)cc3)cc2CC1=O	9	3	-3	-9	-24	1	-1	.
c1ccc(COc2cccc(-c3cc4nc(NCCc5ccncc5)ccn4n3)c2)cc1	-26	45	-9	.	0	4	.	7
CCC(c1nnc(SCC(=O)NC23CC4CC(CC(C4)C2)C3)o1)N(C)C (stereo not drawn)	.	.	1	-2	.	-4	-2	.
CCCN(CC(=O)Nc1ccccc1C)C(=O)/C=C/c1ccc(OC)c(OC)c1	1	-22	-1	.	27	2	.	-7
Cc1ncsc1CCC(=O)N1CCCC(Nc2ccc(C(C)C)cc2)C1 (stereo not drawn)	-20	3	0	.	-7	4	2	24
O=C(C[C@@H]1C=C[C@@H](NC(=O)c2ccccc2)[C@H](CO)O1)NCc1ccc(Oc2ccccc2)cc1	11	-17	1	6	10	2	0	18
Cc1ccccc1OCC(=O)Nn1c(COc2ccccc2)nc2ccccc2c1=O	1	.	-1	2	.	0	0	.
O=C(NCc1ccco1)C1CCCN1C(=O)NCc1ccccc1 (stereo not drawn)	6	.	3	5	.	5	-6	.
CN(C(=O)Nc1cccc(C(F)(F)F)c1)C1CCCCC1	-1	-2	2	.	20	-1	-2	10
CCNC(=O)C[C@@H]1CC[C@@H]2[C@@H](COc3ccc(NC(=O)c4ccc5c(c4)OCO5)cc3C(=O)N2C)O1	5	12	0	0	11	-2	2	-3
CCc1nc2ccc(C(=O)NCc3cccs3)cn2c1N(C)Cc1nccs1	17	4	-2	2	8	4	.	-24
Cc1cccc(C=NOCCc2ccccc2)n1	2	-83	.	15	-3	.	.	-167

No new results follow: an excerpt of the list.
SMILES	C2C12 statin	LGR2 inh	Cneo AK release	PGC1a acetyl inh	INS-1E GSIS act	PglD inh	ARNT TACC3 PPI	PAX8 reporter
Cc1ncsc1CCC(=O)N1CCCC(Nc2ccc(C(C)C)cc2)C1 (stereo not drawn)	-20	3	0	.	-7	4	2	24
O=C(C[C@@H]1C=C[C@@H](NC(=O)c2ccccc2)[C@H](CO)O1)NCc1ccc(Oc2ccccc2)cc1	11	-17	1	6	10	2	0	18

Going on with the list.
SMILES	C2C12 statin	LGR2 inh	Cneo AK release	PGC1a acetyl inh	INS-1E GSIS act	PglD inh	ARNT TACC3 PPI	PAX8 reporter
Cc1ccccc1C(=O)NC1CCN(Cc2nnnn2CCc2ccccc2)CC1	-3	.	3	5	.	-1	7	7
Cc1cccc(-c2c3c(=O)n(C)c(=O)n(C)c3cn2C(C)C)c1	0	-2	-5	-4	25	3	-2	.
CC1CCC/C(=N\NC(=O)COc2ccc(Cl)cc2Cl)C1 (stereo not drawn)	5	1	5	9	5	-5	-7	.
COc1cccc(NS(=O)(=O)c2ccc3c(c2)N(C(C)=O)CCS3)c1	20	8	3	-2	-1	-1	5	3
C[C@@H]1CN([C@@H](C)CO)C(=O)Cc2cc(NC(=O)CCC(F)(F)F)ccc2O[C@@H]1CN(C)C(=O)Nc1ccc(C(F)(F)F)cc1	12	-1	-1	6	-10	-2	4	-1
O=C(NCc1ccco1)NC(=O)c1csc([N+](=O)[O-])c1	.	-19	-1	0	-12	4	1	2
CC(C)C(=O)Nc1cc(-c2nc3ncccc3o2)ccc1Cl	5	12	10	6	3	0	-2	10
Cc1ccc(S(=O)(=O)N[C@@H]2CC[C@H](CCn3cc(-c4ccccc4F)nn3)O[C@@H]2CO)cc1	9	4	-3	-12	-17	1	2	16
CCOC(=O)c1cc(-c2csc(COc3ccccc3Cl)n2)on1	.	0	.	.	-26	.	-5	-2
CC(NC(=O)c1ccc(C(F)(F)F)cc1)C(c1ccccc1)N1CCOCC1 (stereo not drawn)	5	-13	5	-3	2	-6	.	-8
Nc1cnccc1C(=O)O	-1	35	2	4	-2	4	15	14
Cc1cc(NNC(=O)c2ccccc2)nc(NNC(=O)c2ccccc2)n1	-1	17	.	11	-5	.	-2	11
CCOC(=O)c1c(C)[nH]c(C(=O)COc2ccc3ccc(=O)oc3c2)c1C	-57	10	4	3	-8	3	-11	-4
Cc1ccc(NC(=O)Nc2nnc(-c3ccccc3F)s2)cc1	.	-30	.	.	-4	.	-4	-14
Cc1cccc(NC(=O)[C@H](NC(=O)[C@@H]2Cc3ccccc3CN2)c2ccccc2)c1	9	-41	2	.	-49	0	3	-12
Cc1ccccc1Cn1nnc(-c2ccc(F)cc2)n1	3	-17	0	0	9	4	-5	-30
C=CCc1ccc(O)c(-c2ccc(O)c(CC=C)c2)c1	16	8	9	-21	169	3	-7	.
CC(C)C#Cc1ccc([C@@H]2[C@H](CO)N3CCCCN(CC4CC4)C[C@@H]23)cc1	.	-5	0	-8	-30	1	9	9
CCCNC(=O)C[C@@H]1CC[C@H]2[C@@H](COC[C@H](O)CN2C(=O)Nc2ccccc2OC)O1	5	2	0	1	-8	-3	-16	25
c1ccc(-c2nn3c(Cn4nnc5ccccc54)nnc3s2)cc1	7	-14	0	-6	12	-6	0	.
CCCN1C(=O)CC(=O)N=C1SCC(=O)Nc1ccccc1F	-3	15	-1	-3	.	3	7	0
O=C(NCCc1ccccc1)C(=O)NCC1OCCN1S(=O)(=O)c1ccc(Cl)cc1 (stereo not drawn)	20	2	0	-4	-15	-1	1	7
CN(C)c1ccc(NC(=O)C2C3C=CC(C3)C2C(=O)O)cc1 (stereo not drawn)	-1	-15	-3	-14	-16	6	38	-11
O=C(COc1ccccc1F)NCCc1ccc2c(c1)OCCO2	126*	-6	-1	-18	3	-3	0	.
O=C(CSc1ccc2nnc(-c3cccnc3)n2n1)Nc1ccc(F)cc1F	-2	-8	-6	.	20	-3	10	8
COc1cc2c(cc1NC(=O)Nc1ccccc1)oc1ccccc12	-42	.	-3	-13	.	1	.	.
COCCN(C(=O)C1=COCCO1)c1c(N)n(CC(C)C)c(=O)[nH]c1=O	7	-9	-4	3	-2	4	0	5
COc1ccccc1C(=O)Nc1ccccc1N1CCOCC1	10	-13	-3	.	8	3	-5	.
C[C@@H]1CN([C@@H](C)CO)C(=O)c2cc(NS(=O)(=O)c3ccc(Cl)cc3)ccc2O[C@@H](C)CCCCO[C@H]1CN(C)Cc1ccc2c(c1)OCO2	.	9	-14	-3	-31	8	7	53
CC(C)Oc1cccc(C(=O)C2CCCN(S(C)(=O)=O)C2)c1 (stereo not drawn)	.	6	.	.	32	.	-2	-2
